RORg inh = qHTS for inhibitors of ROR gamma transcriptional activity. AID 2551, 2010. hit rate 5.4% among 310,000. Potency, µM (doses to about 53.6 µM), without a hit: top-dose activity change, negative = inhibition, most hits filed as inhibitors. Drosophila S2 Gal4-RORgamma UAS-luciferase reporter, 20 h. Nuclear receptor ROR-gamma (Mus musculus), P51450; note: potency is the fitted concentration of half-maximal effect; % is set by controls: 0 for no effect and ±100 for the full control effect; nearly all actives have a fitted effect of over 60% in size
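Stable Schneider cell line, Gal4 DNA-binding domain fused to ROR gamma, UAS-luciferase. Cmpd 1 hr RT → CuSO4 700 uM final → 20 hr RT → luciferase reagent 10 min → luminescence.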
Menin MLL FP TR = qHTS Assay for Inhibitors Targeting the Menin-MLL Interaction in MLL Related Leukemias: Competition With Texas Red Labeled MLL-derived Mutant Peptide. O00255. Menin + Texas Red MLL mutant peptide, fluorescence polarization. Potency, µM (top dose mostly 61.6 µM), for inactives: top-dose FP activity change, negative = inhibition, most hits filed as inhibitors. hit rate 0.23% among 270,000. AID 1768, 2009; active = well fitted inhibition curve with a large enough effect in the polarisation, with a control signal flat, not every such curve was filed as active; inconclusive = small, poorly fitted or top-dose-only effect, or effect the other way, or a change in a side signal; inactive = no such curve, though single readings can be large or run the other way; the % refers to the polarisation; note: potency is the fitted concentration of half-maximal effect; % of control where 0% means no effect; many of its hits are not listed in these tables
Target sequence (O00255 whole entry, looked up): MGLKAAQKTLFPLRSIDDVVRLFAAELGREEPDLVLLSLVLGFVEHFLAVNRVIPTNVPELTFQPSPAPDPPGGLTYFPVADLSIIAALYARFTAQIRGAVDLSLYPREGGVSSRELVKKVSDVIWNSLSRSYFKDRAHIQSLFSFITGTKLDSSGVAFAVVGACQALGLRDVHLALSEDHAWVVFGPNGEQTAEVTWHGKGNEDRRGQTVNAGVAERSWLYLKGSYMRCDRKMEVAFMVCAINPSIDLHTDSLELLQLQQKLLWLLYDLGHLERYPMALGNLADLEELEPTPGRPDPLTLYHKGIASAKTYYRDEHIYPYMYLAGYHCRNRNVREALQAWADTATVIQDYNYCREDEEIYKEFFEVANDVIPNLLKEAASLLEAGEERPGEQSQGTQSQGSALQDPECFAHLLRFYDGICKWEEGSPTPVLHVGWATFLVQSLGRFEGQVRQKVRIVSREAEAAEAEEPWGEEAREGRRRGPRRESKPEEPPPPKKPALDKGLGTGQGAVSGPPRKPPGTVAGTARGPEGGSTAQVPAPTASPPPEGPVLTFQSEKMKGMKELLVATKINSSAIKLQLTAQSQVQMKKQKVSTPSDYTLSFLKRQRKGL
Rab9 promoter act = qHTS Assay for Rab9 Promoter Activators; Huh7 Rab9 promoter-luciferase reporter, luminescence, 24 h; Potency, µM (series often up to 9.22 µM), inactives show at the highest dose activation, negative = inhibition, actives largely listed as activators; hit rate 2.8% among 320,000; AID 485297, 2010; note: potency is the fitted concentration of half-maximal effect; % of control where 0% means no effect; nearly all actives have a fitted effect of over 60% in size
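Huh7 cells stably carrying a Rab9 promoter-luciferase reporter, 1500 cells per well in OP-MEM I with 10% FBS, treated with compound 24 hours at 37C. Luciferase activity read by luminescence after 10 minutes with Amplite reagent.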
p53 reactivation = qHTS assay for re-activators of p53 using a Luc reporter. H1299 p53-A138V BP100-luciferase reporter, luminescence, 24 h. Potency, µM (titrated, usually from 92.2 µM), for the others: at the top dose activity change, positive = activation, hits mostly activators. hit rate 0.063% among 320,000. AID 504706, 2011; note: potency is the fitted concentration of half-maximal effect; % of control where 0% means no effect; nearly all actives have a fitted effect of over 45% in size
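p53-null H1299 cells stably carrying temperature-sensitive p53-A138V and a BP100-luciferase reporter were pinned with compounds (4-point, 1:5 series) and held 24 hrs at 37 deg C. Luminescence was read 10 min after detection reagent.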
PKM2 activator = qHTS Assay for Activators of Human Muscle isoform 2 Pyruvate Kinase | purified PKM2, Kinase-Glo ATP luminescence, activation; response scale: 0% is enzyme alone, no compound | Potency, µM (titrated, usually from 57.5 µM), without a hit: at the top dose activation, hits mostly activators | Pyruvate kinase PKM (Homo sapiens), P14618 | hit rate 0.34% among 260,000 | AID 1631, 2009; note: potency is the fitted concentration of half-maximal effect; % is set by controls: 0 for no effect and ±100 for the full control effect; nearly all actives have a fitted effect of over 55% in size
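hPK-M2, >95% pure; 0.1 mM ADP / 0.5 mM PEP final; imidazole pH7.2 buffer w/ 7 mM MgCl2, 50 mM KCl; 1 h RT; Kinase-Glo lum. Intermediate enzyme activity for dual inhibitor/activator qHTS.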
Giardia kill = Small Molecules that selectively kill Giardia lamblia: qHTS; hit rate 0.15% among 340,000; AID 540267, 2011; Giardia lamblia trophozoite viability; activity change, % at 7.66 µM, hits read low; in the data active = activity change below about -80%; inconclusive = between about -30% and that limit;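 note: parasites exposed to compound for two days anaerobically before the ATP read; % is set by controls: 0 for no effect and ±100 for the full control effect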
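Each well holds 100 Giardia trophozoites and compound. After two days (48 hrs) at 37 deg C in anaerobic conditions, ATP is quantified by luminescence.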
BRCA1 expr act = qHTS Assay to Identify Small Molecule Activators of BRCA1 Expression | MCF7-BRCA1-FFLuc reporter, luminescence, 48 h; response scale: scaled: vehicle 0%, 10 µM genistein 100% | AID 624202, 2012 | hit rate 1.1% among 380,000 | Potency, µM (series often up to 46.1 µM), inactives show at the top dose activation, actives largely listed as activators; note: potency is the fitted concentration of half-maximal effect; nearly all actives have a fitted effect of over 80% in size; some results filed as inactive show a strong effect at the top dose
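Quantitative HTS in MCF7 cells stably reporting BRCA1 expression via firefly luciferase. Compound treatment lasts 48 h at 37 °C in phenol-red free MEM. Activation is expressed relative to genistein at 10 microM and DMSO.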
Gal4-VP16 FLuc = VP16 counterscreen qHTS for inhibitors of ROR gamma transcriptional activity; Potency, µM (top dose mostly 53.6 µM), without a hit: at the top dose activity, negative = inhibition, most hits filed as inhibitors; Drosophila S2 Gal4-VP16 UAS-luciferase, luminescence, 20 h; hit rate 3.5% among 310,000;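 note: Gal4-VP16 expression switched on by copper sulfate through the metallothionein promoter; potency is the fitted concentration of half-maximal effect; % is set by controls: 0 for no effect and ±100 for the full control effect; nearly all actives have a fitted effect of over 50% in size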
FLuc modulator = qHTS profiling assay for firefly luciferase inhibitor/activator using purifed enzyme and Km concentrations of substrates (counterscreen for miR-21 project); Potency, µM (titrated, usually from 57.5 µM), for the others: at the highest dose activity change, negative = inhibition, usual class: inhibitors; Luciferin 4-monooxygenase (Photinus pyralis), P08659; hit rate 6.9% among 360,000; AID 588342, 2011; purified FLuc, Km substrates, luminescence inhibition;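 note: potency is the fitted concentration of half-maximal effect; plate controls were vehicle for no effect and reference inhibitor for full effect; nearly all actives have a fitted effect of over 55% in size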
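Purified P. pyralis luciferase, 10 nM final, with Km-level 10 uM D-luciferin and 10 uM ATP in 50 mM Tris acetate pH 7.5, 10 mM Mg acetate, 0.01% Tween-20, 0.05% BSA; 6-point qHTS titration about 60 µM downward; luminescence read.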
ELG1 genotox = qHTS screen for small molecules that induce genotoxicity in human embryonic kidney (HEK293T) cells expressing luciferase-tagged ELG1. HEK293T ELG1-luciferase reporter, luminescence, 16 h. Potency, µM (top dose mostly 46 µM), inactives show top-dose activity change, positive = activation, most hits filed as activators. AID 504466, 2011. hit rate 1.3% among 330,000; note: potency is the fitted concentration of half-maximal effect; % of control where 0% means no effect; nearly all actives have a fitted effect of over 60% in size
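Genotoxic stress is detected as increased luminescence from luciferase-tagged ELG1 in HEK293T cells, measured with ONE-Glo after a 16 hr treatment at 37 °C.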
NPC1 promoter act = qHTS Assay for NPC1 Promoter Activators. Huh7 NPC1 promoter luciferase reporter, 24 h. Potency, µM (highest dose often 9.22 µM), for the others: at the highest dose activation, actives largely listed as activators. hit rate 2.4% among 320,000. AID 485313, 2010;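 note: potency is the fitted concentration of half-maximal effect; % of control where 0% means no effect; nearly all actives have a fitted effect of over 60% in size; reporter is driven by a mutant NPC1 promoter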
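Cells: Huh7 expressing luciferase under the NPC1 promoter, 1500/well. Seeded 2 h, compound added, incubated 24 h at 37 °C. Luciferase reagent, 10 min ambient, then luminescence.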
* = called active by the depositor; ? = inconclusive; / = not tested or not shown; [ ] = dose if it differs, or a comment. Unless noted, calls come from the whole dose curve; as a rule, active = well fitted curve in the direction sought with a large enough effect; inconclusive = small, poorly fitted or top-dose-only effect, or another doubt; inactive = no such curve, though single readings can be large; an effect the other way counts as inactive or inconclusive. Some of the compounds tested (hit frequency here may not be typical).

SMILES	RORg inh	Menin MLL FP TR	Rab9 promoter act	p53 reactivation	PKM2 activator	Giardia kill	BRCA1 expr act	Gal4-VP16 FLuc	FLuc modulator	ELG1 genotox	NPC1 promoter act
CC(=O)Nc1ccc(C(=O)COC(=O)c2ccco2)c(F)c1	/	/	-8%	24%	/	9	5%	/	13µM*	4%	-4%
OC(CNCCC1C=Nc2ccccc21)Cn1c2ccc(Cl)cc2c2cc(Cl)ccc21 (centres undefined)	?	25%	-9%	-27%	2%	-14	-88%[inhibitor]	13µM*	5%	-20%	-8%
O=C(OCC(=O)N1CCN(c2ccccc2)CC1)c1ccccn1	2%	-25%	-3%	-15%	0%	-1	1%	-2%	-2%	-1%	1%
CC(=O)c1cccc(NC(=O)N2CCCC2C(=O)Nc2c(C)cccc2C)c1 (centres undefined)	-9%	-1%	0%	-2%	0%	-3	-37%	0%	4%	-1%	-4%
Cc1ccc(S(=O)(=O)Nc2ccc(NC(=O)c3cccs3)cc2)cc1	10%	?	-2%	-4%	2%	-6	-18%	6%	-4%	-4%	-6%
S=c1[nH]nc(-c2cccnc2)o1	-15%	3%	4%	-1%	-8%	2	-23%	-3%	-2%	1%	-2%
COCCNC(=O)C1CCC(Cn2c(=S)[nH]c3ccccc3c2=O)CC1 (centres undefined)	-29%	?	2%	-2%	-2%	-5	-9%	15%	0%	-1%	-2%
COc1ccc(C(=O)C2CCCN(S(=O)(=O)C(C)C)C2)c(C)c1 (centres undefined)	-2%	1%	-5%	-3%	-3%	-1	0%	-21%	2%	-6%	-5%
N#Cc1nc(Cc2cccc3ccccc23)oc1N1CCCCC1	20%	7%	2%	4%	8%	0	-17%	-9%	-4%	-2%	15%
O=C(O)Cc1nc2nc3c(c(=O)n2[nH]1)CCCC3	-18%	0%	-5%	0%	-11%	-11	0%	-6%	3%	4%	5%
Cc1ccc2occ(-c3nn[nH]n3)c(=O)c2c1	-10%	-30%	1%	-7%	-6%	-5	3%	-4%	-3%	1%	-2%
Cc1n[nH]c(C)c1S(=O)(=O)N1CCC(C(=O)N2CCn3c2nc2ccccc23)CC1	14%	/	9%	1%	1%	-5	-4%	0%	3%	0%	-1%
O=C(/C(=N\Nc1ccc(Br)cc1)Sc1nnnn1-c1ccccc1)c1ccccc1	?	?	-10%	-3%	-8%	-4	-28%	?	0%	-5%	-2%
CN1CCN(c2ccccc2NC(=S)NC(=O)c2cc3ccccc3o2)CC1	-40%	-9%	4%	13%	0%	5	-37%	-2%	0%	0%	0%
COc1cc2c(cc1OC)CN(C(=O)Nc1ccccc1Cl)CC2	-23%	4%	-2%	-4%	0%	4	50%	-11%	?	-4%	-4%

Grouped by structure: those above containing a furan ring, fused or not
SMILES	RORg inh	Menin MLL FP TR	Rab9 promoter act	p53 reactivation	PKM2 activator	Giardia kill	BRCA1 expr act	Gal4-VP16 FLuc	FLuc modulator	ELG1 genotox	NPC1 promoter act
CC(=O)Nc1ccc(C(=O)COC(=O)c2ccco2)c(F)c1	/	/	-8%	24%	/	9	5%	/	13µM*	4%	-4%
CN1CCN(c2ccccc2NC(=S)NC(=O)c2cc3ccccc3o2)CC1	-40%	-9%	4%	13%	0%	5	-37%	-2%	0%	0%	0%

Returning to the listing; the 2 compounds before the break are reprinted first.
SMILES	RORg inh	Menin MLL FP TR	Rab9 promoter act	p53 reactivation	PKM2 activator	Giardia kill	BRCA1 expr act	Gal4-VP16 FLuc	FLuc modulator	ELG1 genotox	NPC1 promoter act
CN1CCN(c2ccccc2NC(=S)NC(=O)c2cc3ccccc3o2)CC1	-40%	-9%	4%	13%	0%	5	-37%	-2%	0%	0%	0%
COc1cc2c(cc1OC)CN(C(=O)Nc1ccccc1Cl)CC2	-23%	4%	-2%	-4%	0%	4	50%	-11%	?	-4%	-4%
CC(C)(C)CC(C)(C)NC(=O)c1ccc2snnc2c1	-29%	/	0%	-1%	-2%	-3	1%	10%	-2%	-4%	1%
CCOc1ccc(CCNC(=O)CCCN2C(=O)c3ccccc3C2=O)cc1OCC	25%	11%	-9%	-2%	-7%	21	4%	-2%	2%	-1%	-4%
COc1ccc(S(=O)(=O)Cc2ccc(C(=O)NC3CCCC3)o2)cc1	3%	-5%	-7%	-2%	10%	3	-11%	-7%	0%	3%	-2%
COc1ccc(N(CC(=O)NC2CCCC2)C(=O)Cn2nnc(-c3ccc(F)cc3)n2)cc1OC	21%	-4%	2%	-3%	13%	-3	4%	3%	3%	1%	0%
O=C(O)C1CSCN1S(=O)(=O)c1cccc2nsnc12 (centres undefined)	2%[0.365 µM]	-11%	1%	-5%	0%	12	8%	/	-1%	-1%	0%
O=C(O)c1ccc2c(c1)-c1cc(C(=O)O)ccc1S2(=O)=O	-11%	-26%	5%	2%	/	-21	-2%	4%	-2%	-1%[9.26 µM]	-1%
COC(=O)c1[nH]c2ccc(Cl)cc2c1NC(=O)Oc1ccccc1	0%	?	?	?	-1%	1	?	2%	?	?	?
COc1ccc(C(=O)NC2CC(C)(C)Cc3c2cnn3-c2ccccc2)cc1OC (centres undefined)	22%	/	4%	-3%	/	19	-14%	?	-3%	-1%	-3%
CCC(C)[C@H](NC(=O)N1CC(=O)Nc2ccccc21)C(=O)N1CCC[C@H]1C(=O)O (some centres undefined)	-24%	13%	-8%	/	1%	-3	8%	-7%	1%	2%	-2%
Cc1nn(C)cc1C(C)NC(=O)c1cc(COc2cccc3cnccc23)on1 (centres undefined)	?	/	-12%	-49%[inhibitor]	1%	3	-27%	?	-2%	-14%	-7%
CC(SC1=NCCN1S(=O)(=O)c1ccccc1)c1ccccc1 (centres undefined)	-5%	/	-3%	-11%	-1%	-18	3%	25%	4%	-9%	-1%
C/C(=N\N=C1\NC(=O)C(CC(=O)Nc2ccc(C)c(Cl)c2)S1)C(C)C (centres undefined)	?	10%	-4%	-2%	0%	-23	-25%	-29%	?	-7%	4%
S=C(Nc1ccccc1)N1CCN(C/C=C/c2ccccc2)CC1	11µM*	-1%	-13%	0%	1%	9	-33%	?	0%	-5%	-8%
CCOc1ncccc1C(=O)N1CCN(C(c2ccccc2)c2ccccc2)CC1	13%	?	-8%	-7%	8%	11	-13%	-4%	-2%	-11%	-4%
O=C(O)/C=C1\NC(=O)c2ccccc21	-16%	-4%	-3%	0%	-5%	-19	10%	-6%	2%	1%	-6%
O=C(c1ccc(Cl)c(S(=O)(=O)Nc2ccc(F)cc2)c1)N1CCN(c2ccccn2)CC1	?	-2%	1%	-3%	5%	-10	-29%	2%	-1%	-12%	0%
Cc1ccc([N+](=O)[O-])cc1S(=O)(=O)Nc1ccc(C(=O)NCc2ccccn2)cc1	/	/	-4%	1%	/	5	-21%	/	5%	-10%	6%
COc1cc(C(=O)NC(C)c2cccc3ccccc23)cc(OC)c1OC (centres undefined)	85%	2%	4%	/	2%[11.5 µM]	1	-33%	9%	4%	8%	2%
O=C(NCCN1CCOCC1)/C(=C/c1ccco1)NC(=O)c1ccccc1	/	-9%	3%	/	-8%	-11	-4%	/	2%	5%	1%
Cc1nn(C)c(Cl)c1CN1CCC(CO)(CCOc2ccccc2)CC1	?	-10%	-2%	-3%	22%	-7	-12%	-5%	2%	-7%	-4%
O=c1[nH]c(N2CCc3ccccc3C2)nc2c1CCC2	-5%	12%	-2%	-5%	1%	12	-4%[1.84 µM]	8%	-12%	1%	-5%
Cc1ccc(S(=O)(=O)N(Cc2ccccc2)c2ccccc2C(=O)Nc2ccccc2C(=O)NCc2ccco2)cc1	-1%	?	-5%	6%	-1%	-20	-21%	-15%	0%	1%	-6%

Screening results as filed in PubChem.
